High-throughput results: PubChem BioAssay, National Center for Advancing Translational Sciences (NCATS)
HCMV inh: qHTS Assay for inhibitors of the human cytomegalovirus (HCMV); HFF cells, HCMV-luciferase reporter, 72 h; stronger effect = lower value; AID 1259415, 2018; activity change, negative = inhibition, % at 57.5 µM; hit rate 4.5% among 410,000; in the data active = activity change below about -60%; inconclusive = no clear call, values can overlap the other calls; inactive = above about -39%
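Two-dose cell screen: HFF monolayers treated with compounds and infected with luciferase-expressing HCMV at 1 PFU/cell, 72 h at 37C, then lysed for luciferase measurement.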
Sm TGR inh: qHTS Assay for the Inhibitors of Schistosoma Mansoni Peroxiredoxins; purified TGR, DTNB reduction, TNB absorbance 405 nm; Potency, µM (highest dose often 114 µM), for inactives: at the highest dose activity change, negative = inhibition, usual class: inhibitors; hit rate 3% among 360,000; also: potency is read from the fitted curve at half-maximal effect; nearly all actives have a fitted effect of over 60% in size
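First, TGR (20 nM dispensed) and NADPH were mixed with compound. Second, a 15 min room-temperature incubation followed. Third, further NADPH and then DTNB were added to start the reaction. Finally, TNB absorbance was monitored kinetically.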
Giardia FBPA inh: qHTS Assay for Inhibitors of Fructose-1,6-bisphosphate Aldolase from Giardia Lamblia; Potency, µM (titrated, usually from 59.6 µM), without a hit: at the top dose activity, negative = inhibition, actives largely listed as inhibitors; purified Giardia FBPA; hit rate 0.71% among 290,000; A8B2U2; also: potency is read from the fitted curve at half-maximal effect; nearly all actives have a fitted effect of over 55% in size
Target sequence (A8B2U2 whole entry, looked up): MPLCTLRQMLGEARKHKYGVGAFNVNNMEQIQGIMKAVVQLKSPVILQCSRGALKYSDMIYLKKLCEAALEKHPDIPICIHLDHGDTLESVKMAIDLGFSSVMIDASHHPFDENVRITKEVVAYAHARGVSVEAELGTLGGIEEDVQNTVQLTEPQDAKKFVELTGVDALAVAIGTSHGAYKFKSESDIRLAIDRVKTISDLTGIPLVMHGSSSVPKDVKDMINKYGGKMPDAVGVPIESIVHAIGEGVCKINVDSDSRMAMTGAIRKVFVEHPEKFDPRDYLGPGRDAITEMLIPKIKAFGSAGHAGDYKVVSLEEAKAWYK
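Giardia FBPA (40 nM reagent) was preincubated 10 min at RT with compound (up to 57.5 uM final), then substrate plus GAPDH/TPI/NAD/arsenate coupling system with diaphorase/resazurin was added; resorufin fluorescence (525/598 nm) was read after 20 min.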
AmpC inh no detg: qHTS Inhibitors of AmpC Beta-Lactamase (assay without detergent). AmpC nitrocefin hydrolysis, absorbance 480 nm, 0.0001% Triton. Potency, µM (titrated, usually from 57.1 µM), for the others: at the highest dose activity change, negative = inhibition, usual class: inhibitors. hit rate 0.52% among 330,000. AID 485341, 2010;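 also: potency is read from the fitted curve at half-maximal effect; plate controls were no compound for no effect and no enzyme for full effect; nearly all actives have a fitted effect of over 20% in size; some results filed as inactive show a strong effect at the top dose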
Target sequence (P00811 whole entry, looked up): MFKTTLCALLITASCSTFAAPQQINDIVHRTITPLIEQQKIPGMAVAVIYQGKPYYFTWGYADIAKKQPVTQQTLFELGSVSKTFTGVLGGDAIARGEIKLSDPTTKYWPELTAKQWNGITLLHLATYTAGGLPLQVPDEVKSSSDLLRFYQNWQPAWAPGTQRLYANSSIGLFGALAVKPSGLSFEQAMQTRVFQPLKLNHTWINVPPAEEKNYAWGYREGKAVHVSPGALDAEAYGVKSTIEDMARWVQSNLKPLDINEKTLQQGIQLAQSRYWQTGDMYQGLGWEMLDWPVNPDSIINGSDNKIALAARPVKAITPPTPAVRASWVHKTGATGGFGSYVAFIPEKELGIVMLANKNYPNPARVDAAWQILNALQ
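20 mM phosphate pH 7.0 + 0.01% (detergent screen) or 0.0001% Triton X-100; 5.3 nM AmpC reagent; cpd preinc 15 min RT; nitrocefin (800 uM stock) to start; A480 q20 s × 4 min; Activity was normalised to no-enzyme and no-compound control wells.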
AmpC detergent: qHTS Inhibitors of AmpC Beta-Lactamase (assay with detergent); hit rate 0.041% among 370,000; AmpC hydrolysis of nitrocefin, absorbance 480 nm, 0.01% Triton; AID 485294, 2010; Potency, µM (highest dose often 114 µM), for the others: top-dose activity change, negative = inhibition, actives largely listed as inhibitors;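 also: potency is read from the fitted curve at half-maximal effect; 0% = no-compound wells and -100% = no-enzyme wells; nearly all actives have a fitted effect of over 25% in size; some results filed as inactive show a strong effect at the top dose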
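AmpC (5.3 nM in the dispensed reagent) in 20 mM phosphate pH 7.0 with 0.01% (detergent screen) or 0.0001% Triton X-100 was preincubated with compounds for 15 min at room temperature. Nitrocefin was then added from an 800 uM solution, and hydrolysis was followed at 480 nm.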
AMA1-RON2 inh: qHTS for Inhibitors of AMA1-RON; Towards Development of Antimalarial Drug Lead: Primary Screen. hit rate 0.2% among 360,000. AlphaScreen AMA1-biotinylated RON2 peptide binding. Potency, µM (doses to about 58.2 µM), without a hit: at the highest dose activity change, negative = inhibition, hits mostly inhibitors;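 also: potency is read from the fitted curve at half-maximal effect; 0% = vehicle wells and -100% = peptide control; nearly all actives have a fitted effect of over 45% in size; some results filed as inactive show a strong effect at the top dose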
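AMA1 (3D7) with his tag at 25 nM final met compounds first, then biotinylated RON2 peptide at 25 nM; detection used donor plus acceptor beads, 10 µg/mL apiece, read by AlphaScreen after 30 min at room temperature.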
* = called active by the depositor; ? = inconclusive; · = not tested or not shown; [ ] = remark or other dose. Unless noted, calls follow the shape of the dose curve; as a rule, active = well fitted curve in the direction sought with a large enough effect; inconclusive = small, poorly fitted or top-dose-only effect, or another doubt; inactive = no such curve, though single readings can be large; an effect the other way counts as inactive or inconclusive. Unless noted, % is scaled to controls: 0 for no effect and ±100 for the full control effect.

1	CSc1nc(-c2ccc(Cl)cc2)c(C#N)c(=O)n1C
2	Nc1ccc2nc(-c3cc(Cl)c(N)c(Cl)c3)[nH]c2c1
3	O=C(CSc1cn(CCNC(=O)c2cccc(C(F)(F)F)c2)c2ccccc12)Nc1ccc2c(c1)OCCO2
4	O=C(C(=O)N1CCOCC1)c1cn(Cc2ccccc2F)c2ccccc12
5	O=C(c1ccc2c(c1)OCCO2)C1CCN(C(=O)c2ccc(F)cc2)CC1
6	O=C(Nc1nc2ccccc2[nH]1)c1ccc(Cl)c([N+](=O)[O-])c1

Compound | 1 | 2 | 3 | 4 | 5 | 6
HCMV inh | -9 | 152 | -83* | -24 | -37 | 94
Sm TGR inh | · | -1% | 6% | -22% | 2% | 13%
Giardia FBPA inh | 4% | -12% | · | 8% | 9% | 2%
AmpC inh no detg | -1% | -5% | · | 13% | 31% | -21%
AmpC detergent | 5% | -3% | 0% | -3% | -11% | -7%
AMA1-RON2 inh | 15% | ? | · | -6% | -5% | 65%[activator]

7	O=C(NC(=S)NNC(=O)c1ccccc1O)c1ccco1
8	Cc1csc(NC(=O)c2ccccc2O)n1
9	Cc1cc(C)cc(NC(=O)c2ccc(CN3CCc4ccccc4C3)cc2)c1
10	O=C(Cc1ccc(NS(=O)(=O)c2cccc(C(F)(F)F)c2)cc1)NCCN1CCOCC1
11	Cn1c(=O)[nH]c(=O)c2c1nc(SCCCO)n2CCCc1ccccc1
12	COc1cccc2cc(C(=O)c3ccccc3)oc12

Compound | 7 | 8 | 9 | 10 | 11 | 12
HCMV inh | 11 | 59 | ? | -16 | 42 | -9
Sm TGR inh | 0% | 5% | 1% | 3% | ? | 7%
Giardia FBPA inh | ? | -23% | -21% | · | -10% | -4%
AmpC inh no detg | -13% | -10% | -40% | -16% | -5% | -2%[2.29 µM]
AmpC detergent | ? | -8% | 9% | ? | ? | -11%
AMA1-RON2 inh | 13% | 40%[activator] | 9% | 3% | 5% | -5%

13	CC(C)CCNC(=O)C1CC(c2cccc(F)c2)=NO1 (centres undefined)
14	CCSc1ccc(-c2nn(-c3ccccc3)cc2/C=C(/C#N)C(=O)NCCCOC)cc1
15	COc1ccc(CNC(=O)c2ccc(=O)oc2)cc1OC
16	CC(C)CC(=O)N=Nc1c(O)[nH]c2ccccc12
17	CCC1CN(C(=O)N2CCC(C(=O)NCCN(CC)CC)CC2)c2cc(C)ccc2O1 (centres undefined)
18	CCNC(=O)N1CCN(S(=O)(=O)c2ccc3c(c2)OCCCO3)CC1

Compound | 13 | 14 | 15 | 16 | 17 | 18
HCMV inh | 19 | -6 | ? | -19 | ? | 31
Sm TGR inh | 18% | -4% | 0% | 14% | 8% | -3%
Giardia FBPA inh | 7% | 4% | -1% | 2% | · | ·
AmpC inh no detg | 3% | -19% | -14% | -15% | · | -12%
AmpC detergent | 1% | -7% | ? | 6% | 18% | -1%
AMA1-RON2 inh | 11% | 27% | 15% | -5% | · | -9%

19	CC#CCN1c2ccccc2[C@]23C[C@@H](C(=O)OC)N(C(=O)c4ccco4)C2=NC(C(=O)OC)=C(C(=O)OC)[C@H]13
20	CC1(C)C2CCC1(C)C1(C2)NC(=O)c2ccccc2O1 (centres undefined)
21	O=C(Nc1cc(Cl)ccc1N1CCCCC1)c1cccs1
22	COc1cc(/C=N/NC(=O)c2ccc(Cl)c(S(N)(=O)=O)c2)ccc1OCC(N)=O
23	CCOC(=O)c1ccc(NC(=S)N(CCCN2CCN(C)CC2)Cc2cccs2)cc1

Compound | 19 | 20 | 21 | 22 | 23
HCMV inh | 19 | -2 | -37 | 0 | 8
Sm TGR inh | -26% | -1% | -3% | 6% | 13%
Giardia FBPA inh | 3%[12.9 µM] | 9% | 1% | 1% | 6%
AmpC inh no detg | 161%[activator] | 1% | -12% | -23% | 184%[activator]
AmpC detergent | 1% | -6% | -7% | 2% | -5%
AMA1-RON2 inh | -17% | 0% | -21% | 0% | -8%

Ordered by molecular weight (lowest first): part of the list above
8	Cc1csc(NC(=O)c2ccccc2O)n1
16	CC(C)CC(=O)N=Nc1c(O)[nH]c2ccccc12
20	CC1(C)C2CCC1(C)C1(C2)NC(=O)c2ccccc2O1 (centres undefined)
13	CC(C)CCNC(=O)C1CC(c2cccc(F)c2)=NO1 (centres undefined)
15	COc1ccc(CNC(=O)c2ccc(=O)oc2)cc1OC
21	O=C(Nc1cc(Cl)ccc1N1CCCCC1)c1cccs1
18	CCNC(=O)N1CCN(S(=O)(=O)c2ccc3c(c2)OCCCO3)CC1
9	Cc1cc(C)cc(NC(=O)c2ccc(CN3CCc4ccccc4C3)cc2)c1

Compound | 8 | 16 | 20 | 13 | 15 | 21 | 18 | 9
HCMV inh | 59 | -19 | -2 | 19 | ? | -37 | 31 | ?
Sm TGR inh | 5% | 14% | -1% | 18% | 0% | -3% | -3% | 1%
Giardia FBPA inh | -23% | 2% | 9% | 7% | -1% | 1% | · | -21%
AmpC inh no detg | -10% | -15% | 1% | 3% | -14% | -12% | -12% | -40%
AmpC detergent | -8% | 6% | -6% | 1% | ? | -7% | -1% | 9%
AMA1-RON2 inh | 40%[activator] | -5% | 0% | 11% | 15% | -21% | -9% | 9%

11	Cn1c(=O)[nH]c(=O)c2c1nc(SCCCO)n2CCCc1ccccc1
17	CCC1CN(C(=O)N2CCC(C(=O)NCCN(CC)CC)CC2)c2cc(C)ccc2O1 (centres undefined)
14	CCSc1ccc(-c2nn(-c3ccccc3)cc2/C=C(/C#N)C(=O)NCCCOC)cc1
23	CCOC(=O)c1ccc(NC(=S)N(CCCN2CCN(C)CC2)Cc2cccs2)cc1
19	CC#CCN1c2ccccc2[C@]23C[C@@H](C(=O)OC)N(C(=O)c4ccco4)C2=NC(C(=O)OC)=C(C(=O)OC)[C@H]13

Compound | 11 | 17 | 14 | 23 | 19
HCMV inh | 42 | ? | -6 | 8 | 19
Sm TGR inh | ? | 8% | -4% | 13% | -26%
Giardia FBPA inh | -10% | · | 4% | 6% | 3%[12.9 µM]
AmpC inh no detg | -5% | · | -19% | 184%[activator] | 161%[activator]
AmpC detergent | ? | 18% | -7% | -5% | 1%
AMA1-RON2 inh | 5% | · | 27% | -8% | -17%
